Source: PubChem (Sanford-Burnham Center for Chemical Genomics)
ATG4B inh = ATG4B protease inhibitors, primary screen, biochemical, fluorescence, uHTS; inhibition, % at 8.33 µM; AID 504462, 2011; actives 0.51% (n = 340,000); ATG4B cleavage of LC3-PLA2, NBD-HPC fluorescence, 1 h; Cysteine protease ATG4B (Homo sapiens), Q9Y4P1; in the data active means inhibition above about 40%
SENP8 block = human SENP8 protease inhibitors, primary screen, biochemical, fluorescence, Nedd8 protein substrate, uHTS | Sentrin-specific protease 8 (Homo sapiens), Q96LD8 | recombinant SENP8 | inhibition, % at 20 µM | actives 0.64% (n = 360,000); in the data active means inhibition mostly above about 40%, no sharp cut-off; inactive means mostly below about 27%
Target sequence (Q96LD8 whole entry, looked up): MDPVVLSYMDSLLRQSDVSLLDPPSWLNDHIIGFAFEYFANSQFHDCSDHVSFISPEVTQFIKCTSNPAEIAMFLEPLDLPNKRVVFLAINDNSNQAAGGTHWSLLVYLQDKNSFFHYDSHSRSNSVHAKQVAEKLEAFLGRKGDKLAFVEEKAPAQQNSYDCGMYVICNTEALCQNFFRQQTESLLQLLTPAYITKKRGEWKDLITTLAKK
MPTP block = mitochondrial permeability transition pore inhibitors, primary screen, biochemical, isolated mouse mitochondria, absorbance | Ca2+ swelling absorbance, 30 min | inhibition, % at 10 µM | actives 1.4% (n = 360,000);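 active means inhibition of 50% or more, scaled per plate between neutral and stimulator controls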;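 further: 0% = DMSO wells given calcium and 100% = 1 mM EGTA wells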
hIAP act = human IAP activators, primary screen, biochemical, luminescence, uHTS. Intestinal-type alkaline phosphatase (Homo sapiens), P09923. AID 2524, 2010. actives 0.16% (n = 330,000). purified human IAP, CDP-Star luminescence, 30 min; active compounds read high; 1 = vehicle-only enzyme, 0 = enzyme-free background. activation factor at 10 µM;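 active means activation factor of the enzyme at least 2-fold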; further: the source names both 10 and 20 µM as test concentration; values of inactives mirror those of a sister screen read the other way
SENP6 block = SENP6 protease inhibitors, primary screen, biochemical, luminescence, uHTS; Sentrin-specific protease 6 (Homo sapiens), Q9GZR1; actives 1.8% (n = 330,000); Recombinant SENP6 catalytic domain, aminoluciferin luminescence; inhibition, % at 10 µM; AID 2599, 2010;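 active means inhibition above about 50% at the single tested dose, limit read from the data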;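 further: plate controls were DMSO wells with enzyme for no effect and DMSO wells lacking enzyme for full effect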
Target sequence (Q9GZR1 628-1112 limits assumed): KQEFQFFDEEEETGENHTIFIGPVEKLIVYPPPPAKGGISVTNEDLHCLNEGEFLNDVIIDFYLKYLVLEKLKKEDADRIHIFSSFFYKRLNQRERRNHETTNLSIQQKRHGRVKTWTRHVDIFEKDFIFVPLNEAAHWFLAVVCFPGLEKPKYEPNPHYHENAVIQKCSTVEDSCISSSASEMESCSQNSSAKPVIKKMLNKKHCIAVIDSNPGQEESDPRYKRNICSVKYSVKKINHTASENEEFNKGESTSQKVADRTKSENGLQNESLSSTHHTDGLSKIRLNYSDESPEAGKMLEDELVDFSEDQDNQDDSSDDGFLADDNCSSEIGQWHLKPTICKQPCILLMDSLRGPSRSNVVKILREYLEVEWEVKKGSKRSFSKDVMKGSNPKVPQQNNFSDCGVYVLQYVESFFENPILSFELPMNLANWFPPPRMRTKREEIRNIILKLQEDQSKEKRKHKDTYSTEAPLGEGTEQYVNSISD
NR3A LBD binder = binders of NR3A ligand-binding domain, primary screen, biophysical, differential scanning fluorimetry, uHTS; Glutamate receptor ionotropic, NMDA 3A (GRIN3A) ligand-binding domain; NR3A LBD differential scanning fluorimetry, Tm shift; 0% = protein alone, 100% = glycine-bound protein; Tm shift relative to glycine control, % at 25 µM; actives 2.5% (n = 340,000); AID 1259313, 2017;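 active means melting temperature shift of at least 10% of the positive control shift, at one fixed dose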
PfGluPho inh = PfG6PD enzyme inhibitors, primary screen, biochemical, fluorescence intensity, uHTS | glucose-6-phosphate dehydrogenase-6-phosphogluconolactonase (Plasmodium falciparum 3D7) | PfGluPho enzyme, NADPH resazurin-diaphorase fluorescence | inhibition, % at 20 µM | actives 0.78% (n = 350,000) | AID 504690, 2011;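 active means inhibition reaching at least a set limit at 20 µM in the primary screen, cut at about 59% in these data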;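 further: 0% = DMSO wells with substrate and 100% = DMSO wells lacking glucose-6-phosphate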
SENP1 inh = human SENP1 catalytic domain inhibitors, primary screen, biochemical, FRET, uHTS; Sentrin-specific protease 1 (Homo sapiens), Q9P0U3; recombinant SENP1 catalytic domain, CyPet-SUMO1-YPet FRET cleavage; inhibition, % at 10 µM; actives 0.21% (n = 360,000);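 active means inhibition at least 30% at 10 µM, raw YFP signal under a set limit, fluorescence ratio 0.5 to 1.5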;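 further: 0% = enzyme with DMSO and 100% = no enzyme wells; some results filed as inactive read as strong as hits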
Target sequence (Q9P0U3 419-644 limits assumed): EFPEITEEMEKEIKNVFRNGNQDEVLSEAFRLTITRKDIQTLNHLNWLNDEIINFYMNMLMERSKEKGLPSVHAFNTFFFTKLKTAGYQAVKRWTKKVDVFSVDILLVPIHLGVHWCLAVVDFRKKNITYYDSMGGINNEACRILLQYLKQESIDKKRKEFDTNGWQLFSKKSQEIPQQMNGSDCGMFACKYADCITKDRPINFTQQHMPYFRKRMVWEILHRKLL
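System: Recombinant human SENP1 catalytic domain, His6-tagged | Incubation: Enzyme reaction for 50 min at room temperature, dark | Medium: Tris pH 8 with BME, BSA, NP40 and catalase | Also added: 25 nM SUMO1 FRET substrate | Compound: 10 µM single point, 0.5% DMSO | Measured by: FRET fluorescence in CFP and YFP emission channels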
* marks the source's active call; other numbers are inactive results; nt = no result given.

Below each compound – ATG4B inh	SENP8 block	MPTP block	hIAP act	SENP6 block	NR3A LBD binder	PfGluPho inh	SENP1 inh
Cc1ccccc1NC(=O)c1c(C)nn(-c2ccccc2)c1Cl
  1.8	29.3	-12.2	0.951	4.1	-3.8	10.6	1.3
O=C(NC(=S)Nc1ccc(N2CCOCC2)cc1)c1ccccc1
  -0.6	11.6	-2.0	0.911	-15.5	0.0	-1.9	3.3
O=C(Nc1ccccc1)Nc1ccc2ccccc2c1
  -8.8	-5.8	87.0*	1.2	-21.5	25.8*	-8.2	2.2
O=C(N/N=C/c1ccc(O)cc1)c1cccc(N/N=C/c2ccc(O)cc2)c1
  10.9	-31.8	2.1	0.959	52.3*	8.9	35.0	-1.5
CC1CC(C)CN(C/C=C/c2ccccc2[N+](=O)[O-])C1 (configuration not stated)
  11.3	nt	nt	0.97	-3.0	5.3	1.1	nt
O=C(O)c1ccccc1C(=O)Nc1ccc(-n2nc(C(F)(F)F)cc2C(F)(F)F)cc1
  -2.8	31.9	2.1	1.02	-5.2	-0.2	-2.2	1.0
COc1ccc(CCNC(=O)CSC2=Nc3ccccc3C3=NC(C(C)C)C(=O)N23)cc1OC (configuration not stated)
  5.3	-44.3	0.3	0.914	0.0	1.4	4.5	1.9
O=C1CC(Nc2ccccc2)C(=O)N1c1ccc(N2CCOCC2)cc1 (configuration not stated)
  -0.9	15.3	0.5	0.851	-6.2	1.8	-1.3	0.4
CC(=O)NC1(C(F)(F)F)C(=O)Nc2c1c(=O)n(C)c(=O)n2C (configuration not stated)
  2.5	14.9	-1.2	1	-2.8	4.8	-3.2	1.1
CNC(=S)N/N=C(\C)c1ccc(Cl)c(Cl)c1
  -11.7	-12.4	0.7	1.03	-16.1	1.2	12.8	1.5
CC1CC(C)CN(C(=O)c2ccncc2)C1 (configuration not stated)
  -9.6	17.1	2.7	1.12	-12.1	2.6	-9.6	5.0
Cc1cccc2c1cnn2C(=O)CCC(=O)NCC(C)c1ccccc1 (configuration not stated)
  -13.8	15.8	-1.3	1.05	-6.2	4.2	-12.8	0.2
O=C(c1ccc2[nH]c(=O)c(=O)[nH]c2c1)N1CCN(Cc2ccccc2)CC1
  -0.8	-251.3	-2.7	1.07	-1.5	-3.7	-2.4	-1.5
COc1ccc(C2C(C(=O)O)CC(=O)N2c2ccc(OC)cc2)cc1 (configuration not stated)
  -9.7	12.6	3.3	0.981	1.0	2.9	11.0	1.6
CC(=O)n1cc(C2CC(=O)OC3=C2CC(=O)C(C)(C)C3)c2ccccc21 (configuration not stated)
  nt	0.5	14.7	nt	nt	nt	34.8	4.4
COc1cccc(C(=O)O/N=C(\N)c2ccccn2)c1
  -3.5	3.7	1.2	1.06	97.1*	0.2	5.3	3.0
COc1ccc(C2C(C(C)=O)=C(O)C(=O)N2Cc2cccnc2)cc1 (configuration not stated)
  -6.1	13.5	1.2	1.96	7.0	1.4	-5.5	1.3
CC(C)Nc1ccc(-n2nc3ccccc3[n+]2[O-])cc1
  -8.2	-165.1	-1.1	1.11	34.1	-0.7	-1.8	-37.1
COc1ccc(CCCC(=O)NCC(=O)N/N=C/c2cc(Cl)ccc2OC)cc1
  -15.1	-7.4	-0.8	1.14	-16.8	-7.9	82.8*	-1.8
Cc1ccsc1/C=N/NC(=O)c1cccc(S(=O)(=O)Nc2ccccc2Cl)c1
  6.7	-6.3	-0.4	0.993	7.0	1.7	64.3*	-0.2
O=[N+]([O-])c1cc(C(F)(F)F)ccc1NCCc1ccccn1
  -0.9	16.6	2.9	1.03	-14.4	0.4	-14.8	2.9
Cc1ncc(/C=C2\C(=O)Nc3ccccc32)[nH]1
  -10.7	nt	nt	0.948	-5.2	2.8	16.9	nt
O=C(CSc1nc2ccccc2o1)Nc1nc2c(s1)CCCC2
  -6.8	15.6	83.6*	nt	nt	-1.7	15.9	-4.4
Cc1ccc(C(=O)N/C(=C\c2ccco2)C(=O)NCCCN2CCOCC2)cc1C
  -1.3	9.1	0.9	0.938	-3.8	-0.5	-5.3	-2.4
C=C(CN(C)C)C(=O)c1cc(C)ccc1C
  -7.8	24.2	-1.9	nt	nt	11.2*	79.2*	2.6
Cc1c(C(=O)O)cccc1-n1c(C)cc(/C=N/Nc2ccc([N+](=O)[O-])cn2)c1C
  3.1	17.8	3.1	0.766	-5.0	-1.7	19.6	21.5
Cc1cc(OCC(=O)NC2CCN(Cc3ccccc3)CC2)c2c(C)cc(=O)oc2c1
  2.3	-340.6	-0.8	1.2	10.8	-0.7	-10.7	1.1
O=[N+]([O-])/C=C1/CCCCCN1
  -1.4	13.2	-0.4	1.15	-3.4	-1.6	-10.6	-0.7
CCN(CC)C(=O)c1cccc(NC(=O)CCc2nc3sc4c(c3c(=O)[nH]2)CCCC4)c1
  -8.1	-4.0	-2.0	1.05	-3.5	-1.4	-2.2	-3.6
CCC(=O)Nc1ccc(S(=O)(=O)Nc2cccnc2)cc1
  -12.9	8.7	-0.5	0.946	0.6	-2.7	-13.3	1.7

4 compounds already listed, sorted by molecular weight, lowest first:
Below each compound – ATG4B inh	SENP8 block	MPTP block	hIAP act	SENP6 block	NR3A LBD binder	PfGluPho inh	SENP1 inh
C=C(CN(C)C)C(=O)c1cc(C)ccc1C
  -7.8	24.2	-1.9	nt	nt	11.2*	79.2*	2.6
CCC(=O)Nc1ccc(S(=O)(=O)Nc2cccnc2)cc1
  -12.9	8.7	-0.5	0.946	0.6	-2.7	-13.3	1.7
O=[N+]([O-])c1cc(C(F)(F)F)ccc1NCCc1ccccn1
  -0.9	16.6	2.9	1.03	-14.4	0.4	-14.8	2.9
Cc1cc(OCC(=O)NC2CCN(Cc3ccccc3)CC2)c2c(C)cc(=O)oc2c1
  2.3	-340.6	-0.8	1.2	10.8	-0.7	-10.7	1.1

Carrying on.
Below each compound – ATG4B inh	SENP8 block	MPTP block	hIAP act	SENP6 block	NR3A LBD binder	PfGluPho inh	SENP1 inh
CN(CC(=O)Nc1cccc(F)c1)C(=O)CCN1C(=O)C2CC=CCC2C1=O (configuration not stated)
  -38.8	10.9	0.1	1.12	-3.0	1.7	-7.7	1.3
O=NN1CCN(c2ccncc2S(=O)(=O)N2CCCCC2)CC1
  4.3	8.0	-1.0	0.879	-6.6	-3.0	-13.2	2.5
COCCCn1c(=O)c2ccccc2n2c(=S)[nH]nc12
  1.6	10.0	0.4	1.29	-18.1	2.2	27.8	1.3
Cc1cc(=O)[nH]c(S/C=C/c2ccccc2)n1
  1.7	1.9	0.0	1.11	63.6*	0.7	-2.4	-0.2
CS(=O)(=O)N(CC(=O)N1CCN(Cc2ccccc2)CC1)c1cccc([N+](=O)[O-])c1
  -1.6	7.8	0.4	1.11	-14.8	0.8	1.4	1.2
Cc1ccc(-n2c(SCC(=O)c3c(N)n(C)c(=O)n(C)c3=O)nc3sc4c(c3c2=O)CCCC4)c(C)c1
  9.5	-6.1	0.4	0.814	-8.3	3.3	-15.6	-3.9
Cc1cc(C(C#N)c2cccc(Cl)c2)n2ncnc2n1 (configuration not stated)
  8.9	-4.8	5.8	0.968	-2.3	0.5	-13.8	5.3
Cc1ccc(N2CC(C(=O)Nc3ccc(S(=O)(=O)NCC4CCCO4)cc3)CC2=O)cc1 (configuration not stated)
  -5.2	1.6	0.8	1.1	-0.5	3.3	-13.7	3.0
CC(=O)Cc1nsc(NC(=O)c2ccc(F)cc2)n1
  -2.4	12.7	0.2	0.871	-11.1	-2.2	6.9	0.5
COc1ccc(/C(N)=N/OC(=O)CCC2CCCC2)cc1OC
  -5.7	-0.1	-1.3	0.978	-9.3	1.7	13.2	-0.2
COc1ccc(S(=O)(=O)NC(CC(=O)NCCc2ccccc2)c2ccco2)cc1 (configuration not stated)
  0.9	10.1	0.2	1.07	-4.7	0.8	-3.1	4.8
COCCn1c(C(C)C)nc2sc3ccccc3c(=O)c2c1=O
  -0.1	23.5	0.5	0.885	1.2	-2.5	-10.5	-1.1
CCOC(=O)N1CCN(C(=O)CSc2nc(-c3cccc(C)c3)ns2)CC1
  -18.8	25.6	1.1	0.892	-0.9	2.3	18.9	-1.8
CC(C)(C)C1CCC(=NNc2ncc(C(F)(F)F)cc2Cl)CC1 (configuration not stated)
  -7.3	14.0	0.1	1.03	-3.2	5.0	16.9	-0.6
CCOCCn1ccc2c(OCC(=O)NCc3ccccc3)cccc2c1=O
  -1.6	-69.3	0.2	1	-24.4	1.9	-15.1	0.7
COCCn1c(SCC(=O)NCc2ccccc2)nc2ccccc21
  0.5	16.0	0.8	0.954	-13.0	0.8	-2.4	1.9
N#Cc1c(NC(=O)c2cccnc2)sc2c1CCC2
  -0.2	6.2	-0.6	0.946	9.7	-1.5	16.3	-11.3
CCOC(=O)C1=C(CC)Nc2ccccc2N=C1NC(=O)c1cccc(S(=O)(=O)N2CCCC2)c1
  2.1	18.8	-3.1	1.08	-15.6	0.0	-1.0	-4.8
CCC(C)N(C(=O)c1csnn1)C(C(=O)NCc1ccc(F)cc1)c1ccccc1F (configuration not stated)
  -3.7	5.7	0.5	0.984	-10.3	-2.3	17.6	-0.7
CC(=O)N1C(C(=O)O)Cc2c([nH]c3ccccc23)C1C (configuration not stated)
  6.7	6.5	-0.6	1.16	15.9	2.2	-21.8	-13.3
CCCCc1nnc(SCC(=O)Nc2nccs2)n1CC
  -5.7	-1.8	2.2	1.16	-2.4	-19.3	-3.4	2.0
CC(CN(C)Cc1nc(Cc2cccc(C(F)(F)F)c2)no1)CN1CCCC1 (configuration not stated)
  25.7	7.1	1.0	1.15	-5.9	2.2	-9.7	-4.7
CCOc1ccc(NC(=O)Nc2cc(C(=O)O)ccc2N2CC3CC(C2)c2cccc(=O)n2C3)cc1 (configuration not stated)
  -3.4	13.7	-1.1	1.16	9.4	11.4*	10.6	-1.0
Cc1nn(-c2ccccc2)c(C)c1NC(=O)COC(=O)c1cc(Cl)ccc1O
  3.4	-259.4	-0.5	1.03	7.6	0.8	-9.9	-0.1
CCOc1ccc(N2C(=O)/C(=C/c3cccs3)N(C)C2=S)cc1
  -4.5	26.6	-0.4	1.15	1.4	2.2	22.7	-24.7
Cc1ccc(S(=O)(=O)c2nc(-c3ccco3)oc2NCC2CCCO2)cc1 (configuration not stated)
  3.7	-28.9	2.0	nt	nt	-2.7	-5.8	-1.4
C/C(=N\NC(=O)CNC(=O)c1cccnc1)c1cccc(O)c1
  -0.8	18.0	0.1	1.07	1.2	-0.2	-12.6	0.5
CCO/N=C(/C)c1c(O)cc(-c2ccccc2)n(-c2ccccc2)c1=O
  -3.0	-14.7	8.8	1.14	-9.6	-1.1	15.9	-8.7
CCN(CC)S(=O)(=O)c1ccc(OC)c(NC(=O)c2cc([N+](=O)[O-])ccc2N2CCOCC2)c1
  nt	17.8	0.4	nt	nt	nt	-2.3	0.2
COc1ccc2nc(NC(=O)c3cccs3)sc2c1
  2.9	11.6	0.6	0.955	96.1*	19.3*	-15.7	0.7
